# PL synth Enamine: phospholipid synthesis inhibitors, CHO cells, primary screen, ZR-82 cells, Enamine library, screen 3 | AID 1347385, 2020 | 20,000 compounds, 0.4% hits | calls only at 10 µM | ZR-82 CHO cells, pyrene fatty acid UV survival, CellTiter Blue; peroxisome-deficient CHO-K1 mutant line; plus DGAT-1, DGAT-2 and ACAT inhibitors;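 active = cell survival signal 2 SD away from solvent-only control wells, confirmed on one or two retests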;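 also: 3 h compound exposure then viability read about one day after UV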
# Calls only; i = inactive.
# A first look:
SMILES,PL synth Enamine
CC1CCc2sc(-c3nnc(SCCCC(=O)c4cccs4)o3)cc2C1 (stereo not given),i
O=S(=O)(Nc1ccccc1)c1ccc2c(c1)OCCO2,i
O=C(NCC1CCCO1)c1ccc([N+](=O)[O-])o1 (stereo not given),i
O=C(COc1c(F)c(F)cc(F)c1F)NNC(=O)CC1CCS(=O)(=O)C1 (stereo not given),i
O=S(=O)(C1=Cc2ccccc2CC1)N1CCN(c2ncccn2)CC1,i
C=CCOC(=O)C1=C(C)Nc2nc(SCC(C)C)[nH]c(=O)c2C1c1cccs1 (stereo not given),i

# The whole of this part (from the top)
SMILES,PL synth Enamine
CC1CCc2sc(-c3nnc(SCCCC(=O)c4cccs4)o3)cc2C1 (stereo not given),i
O=S(=O)(Nc1ccccc1)c1ccc2c(c1)OCCO2,i
O=C(NCC1CCCO1)c1ccc([N+](=O)[O-])o1 (stereo not given),i
O=C(COc1c(F)c(F)cc(F)c1F)NNC(=O)CC1CCS(=O)(=O)C1 (stereo not given),i
O=S(=O)(C1=Cc2ccccc2CC1)N1CCN(c2ncccn2)CC1,i
C=CCOC(=O)C1=C(C)Nc2nc(SCC(C)C)[nH]c(=O)c2C1c1cccs1 (stereo not given),i
CC(C)C(NC(=O)c1cccs1)C(=O)NC1=NCCS1 (stereo not given),i
Clc1ccc(OCCSc2nnc3ccccn23)c(Cl)c1,i
C(=N\NC1=NCCCCC1)/c1ccc2c(c1)OCO2,i
N=C(N)N1CCN(C(=O)c2cccs2)CC1,i
CN=c1scc(-c2cccc(Br)c2)n1/N=C/c1cccc(O)c1O,i
CC(C)(C)C1(O)CN(c2ccccc2)C2=[N+]1CCCS2 (stereo not given),i
Cc1csc(SCC(=O)NC2CCS(=O)(=O)C2)n1 (stereo not given),i
CCc1sc(C(=O)O)cc1C,i
CCCCCCNC(N)=S,i
CCCCNC(=O)CCCCCNC(N)=O,i
CC1CCC2(CC1)NC(=O)N(CN1CCCC1c1cccs1)C2=O (stereo not given),i
COc1ccc(N2C3=[N+](CCCCC3)CC2(O)c2ccc(OC(F)F)cc2)cc1 (stereo not given),i
O=[N+]([O-])c1ccc(C2(O)NN=C3CCCCCN32)cc1 (stereo not given),i
CCCc1nnc(N)s1,i
CC(Sc1ncnc2sc3c(c12)CCCC3)C(N)=O (stereo not given),i
COC(=O)c1c(C)[nH]c(C(=O)C(C)OC(=O)c2cc(C)oc2C)c1C (stereo not given),i
NC(=O)N/N=C/c1cc(I)c(O)c(I)c1,i
CN=c1scc(-c2ccc(Cl)cc2Cl)n1/N=C/c1ccccc1F,i
C(=C1/CCCc2cnc3nc4ccccc4n3c21)/c1ccccc1,i

# Pulled by compound from the list above:
SMILES,PL synth Enamine
C(=C1/CCCc2cnc3nc4ccccc4n3c21)/c1ccccc1,i
CCCCCCNC(N)=S,i

# Next section.
SMILES,PL synth Enamine
COc1ccc(Nc2nc(Nc3ccc(OC)cc3OC)nc(N3CCN(C)CC3)n2)c(OC)c1,i
CCN=C(NCC)SC,i
COC(=O)c1sc(N)c(C(=O)OC)c1Cn1cc(C(F)(F)F)cc(Cl)c1=O,i
CCn1c(SCc2cn3ccccc3n2)nc2ccccc21,i
O=C(CSc1nnc(NC2CCCCC2)s1)N(C1CCCCC1)C1CCCCC1,i
Cc1ccc2nc(CN3CCN(S(=O)(=O)c4cccs4)CC3)cc(=O)n2c1,i
COc1ccc(S(=O)(=O)N2CCC3(CC2)OCCO3)cc1,i
Brc1ccc(CSc2nnc(-c3ccccc3)c(-c3ccccc3)n2)cc1,i
S=c1[nH]nc(-c2sc3ccccc3c2Cl)n1-c1ccccc1,i
CCCCN1C(=O)C(=O)N(CC(=O)Nc2cc(C)on2)C1=O,i
O=[N+]([O-])c1cccc2ccc(/C=C/c3cc4c(cc3Br)OCO4)nc12,i
Cc1nc2ccc(Nc3ncnc4sc5c(c34)CCC5)cc2s1,i
CC(=O)NC1C(OC(C)C)OC(CO)C(O)C1O (stereo not given),i
NC(N)=N/N=C/c1ccc(-c2ccccc2)cc1,i
CCc1nc(N=C(N)N)nc2cc(C)ccc12,i
O=[N+]([O-])c1ccc(Cl)c(C2Nc3cccc4cccc(c34)N2)c1,i
OCCN(CCO)CC(O)Cn1c2ccccc2c2ccccc21 (stereo not given),i
C=CCn1c(SCC(C)=O)nc2sc3c(c2c1=O)CCCCC3,i
c1ccc(-c2csc3nc(-c4cccnc4)nc(N4CCCC4)c23)cc1,i
COc1cc(-c2nnc(-c3cc(OC)c(OC)c(OC)c3)o2)cc(OC)c1OC,i
Cc1cc(C(=O)CSc2nnc(C3CC3)n2C)c(C)n1C1CC1,i
C=CCn1c(=S)[nH]c2cc3ccccc3cc2c1=O,i
Cc1ccc2nc(Cn3cc(C(F)(F)F)ccc3=O)cc(=O)n2c1,i
O=[N+]([O-])c1cccc(S(=O)(=O)N2CCN(c3nnnn3-c3ccccc3)CC2)c1,i
Cn1cnnc1SCNC(=O)C(F)(F)F,i

# Carrying on.
SMILES,PL synth Enamine
O=c1c2ccccc2nc2c3ccccc3c(Sc3ccc(Cl)cc3)nn12,i
CCOC(=O)/C=C/C(=O)OCc1cc(=O)n2cc(C)ccc2n1,i
CN1CCN(c2nc(-c3ccccc3)c3cc(Br)ccc3n2)CC1,i
CNC(=S)NNc1c(Cl)cc(Cl)cc1Cl,i
CN1/C(=C\C=C\C2=[N+](C)c3ccccc3C2(C)C)C(C)(C)c2ccc([N+](=O)[O-])cc21,i
O=[N+]([O-])c1cc2c(c(CSc3nn(-c4ccc(F)cc4)c(=S)s3)c1)OCOC2,i
S=c1[nH]nc(-c2ccc(Cl)cc2Cl)n1/N=C/c1ccc(-c2ccccc2)cc1,i
CCCCn1c(=O)[nH]c(=O)c2c1nc(COC(=O)CC1CCCC1)n2CC,i
O=[N+]([O-])c1cc2c(cc1C(O)c1nnc(-c3ccccc3)o1)OCO2 (stereo not given),i
CCOC(=O)C1=C(C)NC(=O)NC1c1ccc(C)o1 (stereo not given),i
O=C1CCC(C(=O)NNc2c(F)c(F)cc(F)c2F)=NN1,i
CN(C(=O)COC(=O)/C=C/c1ccco1)C1CCCCC1,i
COc1cc(/C=N/N=C(N)N)ccc1O,i
CCc1cc2c(SC(C)C(N)=O)ncnc2s1 (stereo not given),i
CCCC(=O)Nc1nc2c(s1)CC(C)CC2 (stereo not given),i
O=c1c2ccccc2nnn1CSc1nc2cc(Cl)ccc2s1,i
C=CCN=c1scc(-c2ccc(C)c(C)c2)n1/N=C/c1cccnc1,i
COc1cc(OC)c(OC)cc1/C=C/C(=O)c1ccc(I)cc1,i
CCN/N=C/c1cc(C(C)(C)C)cc(C(C)(C)C)c1O,i
O=C1NC(c2ccc3c(c2)OCO3)C(C(=O)c2ccccc2)C(O)(C(F)(F)F)N1 (stereo not given),i
C=CCN=c1scc(-c2ccc(Br)s2)n1/N=C/C1CCCCC1,i
O=C1NC2(CCCCC2)C(=O)N1CC(=O)N(CC1CCCO1)C1CCS(=O)(=O)C1 (stereo not given),i
CCOC(=O)C(N)C(=O)OCC,i
O=C(O)C1CCN(C2CCS(=O)(=O)C2)CC1 (stereo not given),i
CC(C)CN(C(=O)c1ccc(Br)o1)C1CCS(=O)(=O)C1 (stereo not given),i

# (list continues)
SMILES,PL synth Enamine
C(=N\N(c1ccccc1)c1ccccc1)/c1ccc2c(c1)OCO2,i
CCOC(=O)c1sc(N=CC2=C(O)CC(C)(C)CC2=O)c(C(=O)OCC)c1C,i
COC(=O)c1sc(N)c(C(=O)OC)c1CSc1nnc(C(F)(F)F)n1C,i
COC(=O)c1sc(N)c(C(=O)OC)c1Cn1ncc(Cl)c(Cl)c1=O,i
c1ccc(N=Nc2ccc(-n3nncc3-c3ccccc3)cc2)cc1,i
Cc1sc2nc(CN3CCCC3)nc(Sc3nnc(C4CCCCC4)o3)c2c1C,i
O=C1CC2(CCCC2)C(=O)N1Cc1coc(-c2cccs2)n1,i
CC1Cc2cc(S(N)(=O)=O)ccc2N1Cc1cc2c(cc1Br)OCCO2 (stereo not given),i
O=C(CSc1nnc(C2CC2)n1C1CC1)c1ccc2c(c1)CCC2,i
O=C1NC2=C(C(=O)CCC2)C(c2ccc(Cl)cc2)N1 (stereo not given),i
c1ccc2sc(SCc3cn4ccsc4n3)nc2c1,i
CN(c1nc(CSc2ccc(Cl)cc2)nc2sc3c(c12)CCC3)C1CCCCC1,i
Brc1ccc(-c2[nH]c3ccccc3c2-c2nc3ccccc3[nH]2)cc1,i
CN1CCN(C)C1=NC(c1ccccc1)(c1ccccc1)c1ccccc1,i
CCOC(=O)c1c(N)sc(C)c1CC(C)CC (stereo not given),i
NC1=NC2(CCSCC2)n2c(nc3cc4c(cc32)OCCCO4)N1,i
Cc1cc(C(=O)CSc2nnc(-c3cccs3)n2C2CC2)c(C)n1C1CCS(=O)(=O)C1 (stereo not given),i
Cn1/c(=N/N=C/c2cc3c(cc2[N+](=O)[O-])OCO3)sc2ccccc21,i
CCn1c(C)cc(C(=O)CN2C(=O)C(=O)N(CCC3=CCCCC3)C2=O)c1C,i
C#CCOc1ccc(/C=C2\NC(=O)NC2=O)cc1OC,i
CCC(=O)N(c1nnc(SC(C)C(N)=O)s1)C1CC1 (stereo not given),i
c1ccc2sc(-c3csc(NC4CCCC4)n3)nc2c1,i
O=P(c1ccccc1)(c1ccccc1)C(O)c1ccncc1 (stereo not given),i
Cc1cc(CSc2nnc(-c3cccs3)n2C2CC2)no1,i
Fc1ccc(C2CC(c3ccc(Cl)cc3)n3nc(C(F)(F)F)nc3N2)cc1 (stereo not given),i

# 4 entries out of the list, arranged by molar mass, rising.
SMILES,PL synth Enamine
O=C1NC2=C(C(=O)CCC2)C(c2ccc(Cl)cc2)N1 (stereo not given),i
Fc1ccc(C2CC(c3ccc(Cl)cc3)n3nc(C(F)(F)F)nc3N2)cc1 (stereo not given),i
Cc1sc2nc(CN3CCCC3)nc(Sc3nnc(C4CCCCC4)o3)c2c1C,i
Cc1cc(C(=O)CSc2nnc(-c3cccs3)n2C2CC2)c(C)n1C1CCS(=O)(=O)C1 (stereo not given),i

# (further entries)
SMILES,PL synth Enamine
Nc1ncc(-c2ccccc2)nn1,i
CCOC(=O)c1c(NC(=O)COC(=O)c2c(C)cc(=O)oc2C)sc(C(C)=O)c1C,i
O=c1oc(/C=C/c2ccco2)nc2sc3c(c12)CCCC3,i
Cc1n[nH]c(C)c1SCC(=O)O,i
COc1ccc(OCc2nnc3n2CCC3)cc1,i
COc1ccc(S(=O)(=O)Nc2ccc(OC(F)(F)F)cc2)cc1[N+](=O)[O-],i
Fc1cccc(F)c1/C=N/Nc1ccccn1,i
c1ccc(-c2cn3nc(-c4ccccc4)c(-c4ccccc4)nc3n2)cc1,i
COc1ccc2c(COC(=O)CC34CC5CC(CC(Br)(C5)C3)C4)cc(=O)oc2c1,i
CCOC(=O)C1=C(COC(=O)CCN2C(=O)C3CCCCC3C2=O)NC(=O)NC1C (stereo not given),i
O=c1cc(O)nc(-c2ccccc2)[nH]1,i
COCc1c(C(=O)OCc2cc(=O)oc3cc4c(cc23)CCC4)oc2ccccc12,i
O=C(Cn1cnnn1)N1CCN(S(=O)(=O)c2ccc(Br)s2)CC1,i
O=C(Cn1ncc(Cl)c(Cl)c1=O)c1ccc(Cl)s1,i
CC(C)CC(C(=O)NNC(=O)c1ccco1)N1C(=O)C2CC=CCC2C1=O (stereo not given),i
CN1CC2([N+](=O)[O-])C=C(C(N)=O)CC([N+](=O)[O-])(C1)C2 (stereo not given),i
CCC(C)N=Cc1c(NCc2ccco2)nc2c(C)cccn2c1=O (stereo not given),i
COc1ccc(Br)cc1S(=O)(=O)N1CCc2ccccc21,i
C=CCn1c(SCn2nnc3ccccc3c2=O)nc2ccccc2c1=O,i
NC1=NC2(CCCCC2)N=C(Nc2ccc(Br)cc2)N1,i
C(=N\Nc1nncc2ccccc12)/c1ccc(N2CCC(c3ccccc3)=N2)cc1,i
O=[N+]([O-])c1ccc2[nH]c(O)c(N=NC(=S)NC3CCCCC3)c2c1,i
CN1CCN(S(=O)C23CC4CC(CC(C4)C2)C3)CC1 (stereo not given),i
O=c1[nH]c2ccc3nsnc3c2[nH]c1=O,i
O=C1C2C3C=CC(C3)C2C(=O)N1c1ccc(Br)cc1 (stereo not given),i

# The results go on.
SMILES,PL synth Enamine
NC(=O)c1c(NC(=O)CSc2ncnc3sc4c(c23)CCCC4)sc2c1CCC2,i
O=[N+]([O-])c1ccc(S/C(=C2/Nc3ccccc3S2)c2nc3ccccc3s2)cc1,i
CCC1CCCCN1C(=S)NC1CCCCC1 (stereo not given),i
O=[N+]([O-])c1cc2c(c(CSc3nnc4ccccn34)c1)OCOC2,i
CC1CCc2c(sc(NC(=O)c3ccc(=O)[nH]n3)c2C(N)=O)C1 (stereo not given),i
Cc1occc1-c1nnc(SCC(=O)c2cc(C)n(CC(F)(F)F)c2C)o1,i
O=[N+]([O-])c1cc(C(F)(F)F)cc([N+](=O)[O-])c1N/N=C/c1ccc2c(c1)OCO2,i
Cc1cc(C)n(-c2ncnc3sc4c(c23)CCC4)n1,i
O=[N+]([O-])c1cc(Cl)ccc1Oc1c(Cl)cc(Cl)cc1Cl,i
O=C(Cn1cnc2sccc2c1=O)c1cccs1,i
O=C(CSc1nnc(-c2ccco2)o1)N1CCN(C(=O)c2ccco2)CC1,i
COCCCn1c(N)c(C(=O)N2CCCC2)sc1=S,i
O=C1C2Sc3[nH]c(=O)sc3C(c3ccc(O)cc3)C2C(=O)N1c1ccc(Cl)cc1 (stereo not given),i

# In the list so far, these contain an aryl methoxy group.
SMILES,PL synth Enamine
COc1ccc(N2C3=[N+](CCCCC3)CC2(O)c2ccc(OC(F)F)cc2)cc1 (stereo not given),i
COc1ccc(Nc2nc(Nc3ccc(OC)cc3OC)nc(N3CCN(C)CC3)n2)c(OC)c1,i
COc1ccc(S(=O)(=O)N2CCC3(CC2)OCCO3)cc1,i
COc1cc(-c2nnc(-c3cc(OC)c(OC)c(OC)c3)o2)cc(OC)c1OC,i
COc1cc(/C=N/N=C(N)N)ccc1O,i
COc1cc(OC)c(OC)cc1/C=C/C(=O)c1ccc(I)cc1,i
C#CCOc1ccc(/C=C2\NC(=O)NC2=O)cc1OC,i
COc1ccc(OCc2nnc3n2CCC3)cc1,i
COc1ccc(S(=O)(=O)Nc2ccc(OC(F)(F)F)cc2)cc1[N+](=O)[O-],i
COc1ccc2c(COC(=O)CC34CC5CC(CC(Br)(C5)C3)C4)cc(=O)oc2c1,i
COc1ccc(Br)cc1S(=O)(=O)N1CCc2ccccc21,i

# Screens as filed in PubChem BioAssay.

# A portion of the library. The share of hits here may be higher or lower than overall.
